# RXFP1 ag: agonists of human relaxin receptor RXFP1; HEK293T-RXFP1 cAMP TR-FRET, 30 min; response scale: percent of porcine relaxin response, buffer zero; Potency, µM (highest dose often 57.5 µM), for inactives: top-dose activation, actives largely listed as activators; AID 2676; actives 0.3% (n = 370,000); further: potency means the concentration at half of the fitted maximal effect; on the % scale 0 is the no-effect control and ±100 the full control effect; nearly all actives have a fitted effect of over 60% in size; many of its hits are not listed in these tables
#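 HEK293T cells stably expressing RXFP1 were pretreated with the PDE4 inhibitor Ro 20174, exposed to compounds for 30 min at 37C, lysed, and cAMP was read by TR-FRET. Data normalized to buffer (basal) and 29 nM porcine relaxin (100%).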
# mIDH1 inhibitor: human IDH1 R132H inhibition; O75874; IDH1-R132H enzyme, NADPH consumption, diaphorase/resazurin fluorescence; Potency, µM (series often up to 76.6 µM), without a hit: at the highest dose activity change, negative = inhibition, hits mostly inhibitors; actives 0.093% (n = 390,000); further: potency means the concentration at half of the fitted maximal effect; on the % scale 0 is the no-effect control and ±100 the full control effect; nearly all actives have a fitted effect of over 65% in size
#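 IDH1-R132H (0.5 ug/mL dispensed) in pH 7.5 Tris buffer was preincubated 30 min with compound, then given a substrate mix of 0.016 mM NADPH and 2 mM alpha-KG for 80 min at room temperature; remaining NADPH was read by diaphorase/resazurin fluorescence.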
# Vif-APOBEC3G blk: inhibitors of Vif-APOBEC3G interaction. Q9HC16. HeLa A3G-eYFP + Vif (tagged APOBEC3G with the HIV-1 protein that degrades it), YFP fluorescence, overnight. Potency, µM (doses to about 46.1 µM), for inactives: at the highest dose activity, negative = active, actives largely listed as inhibitors. actives 0.076% (n = 410,000). AID 602310;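 further: potency means the concentration at half of the fitted maximal effect; on the % scale 0 is the no-effect control and ±100 the full control effect; nearly all actives have a fitted effect of over 60% in size; hits raise eYFP signal because A3G escapes Vif-driven loss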
#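 Read-out is eYFP fluorescence (Ex 488/Em 500-530) from Vif-expressing HeLa A3G-eYFP cells; more signal means A3G escaped Vif-mediated degradation. Cells plated overnight, compound pinned in, incubated overnight at 37 deg C.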
# GRP78 ERSR act: induces the endoplasmic reticulum stress response in human glioma cells | actives 0.02% (n = 420,000) | Potency, µM, without a hit: at the top dose activation, actives largely listed as activators | AID 602332 | U87-MG GRP78 promoter luciferase reporter, 16 h; further: potency means the concentration at half of the fitted maximal effect; series mostly up to about 76 µM; % of control where 0% means no effect; nearly all actives have a fitted effect of over 35% in size
#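 Stably transfected U87-MG human glioma cells carrying a GRP78-based luminescent sensor were seeded at 1000 cells/well, pin-dosed with compounds and incubated 16 h. Luciferase reagent was then added, and end-point luminescence was read after 10 min at room temperature.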
# Vif-A3F inh: inhibitors of Vif-A3F interaction | HeLa A3F-eYFP + Vif (tagged APOBEC3F with the HIV-1 protein that degrades it), YFP fluorescence increase | Potency, µM (top dose mostly 46.1 µM), for the others: at the highest dose activity, negative = active | actives 0.2% (n = 390,000); further: potency means the concentration at half of the fitted maximal effect; % of control where 0% means no effect; nearly all actives have a fitted effect of over 65% in size
#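 Fluorescence increase (Ex 488/Em 500-530) after overnight compound treatment at 37 deg C flags inhibition of Vif-driven A3F-eYFP loss in stable HeLa A3F-eYFP/Vif cells seeded overnight beforehand.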
# PI4K2A inh: blocks human PI4K2A kinase activity; Q9BTU6; purified PI4K2A, ADP-Glo luminescence, 1 h; stronger effect = lower value; activity change, negative = inhibition, % at 76.9 µM; actives 0.13% (n = 420,000); AID 1346378; in the data active means activity change below about -50%; inconclusive means mostly about -30% to -49%;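 further: -100% = wells without enzyme as full effect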
# Target sequence (Q9BTU6 whole entry, looked up): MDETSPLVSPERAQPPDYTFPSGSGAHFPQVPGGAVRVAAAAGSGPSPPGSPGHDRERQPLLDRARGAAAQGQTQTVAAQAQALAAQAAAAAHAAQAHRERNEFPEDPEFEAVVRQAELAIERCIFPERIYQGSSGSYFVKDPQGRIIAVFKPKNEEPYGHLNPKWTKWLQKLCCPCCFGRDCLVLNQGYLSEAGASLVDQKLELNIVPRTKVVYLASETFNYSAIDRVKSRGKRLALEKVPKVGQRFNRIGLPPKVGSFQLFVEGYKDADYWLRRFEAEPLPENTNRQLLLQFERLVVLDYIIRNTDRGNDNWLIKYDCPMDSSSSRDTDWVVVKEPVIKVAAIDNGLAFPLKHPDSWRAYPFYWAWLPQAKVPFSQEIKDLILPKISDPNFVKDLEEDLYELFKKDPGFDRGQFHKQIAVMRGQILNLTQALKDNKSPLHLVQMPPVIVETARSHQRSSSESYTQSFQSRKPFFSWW
#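 ADP-Glo luminescence measured ADP generated by PI4K2A enzyme (4 ug/mL before mixing) with 1.2 mM PI substrate (pre-mix) and 300 microM ATP (pre-mix). Tris pH7.5 buffer with MgCl2, Triton X-100; 1 h reaction at ambient temperature.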
# LDHA block: LDHA (human) enzyme inhibition | AID 1347041 | actives 0.15% (n = 480,000) | activity change, % (values are at about 110 or 230 µM) | P00338 | purified LDHA, NADH/diaphorase-resazurin fluorescence; stronger effect = lower value; in the data active means activity change below about -30%; inconclusive means mostly about -25% to -30%;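 further: plate controls were DMSO wells for no effect and wells without enzyme for full effect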
#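 Resorufin fluorescence (ex540/em590), read at 0 and 20 min after diaphorase/resazurin addition, reports the NADH left after a 5 min room-temperature reaction of 2 nM human LDH5 with 0.06 mM NADH and 0.2 mM pyruvate.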
# TrxR1 substrate: substrates of rat thioredoxin reductase 1 | purified TrxR1 substrate turnover, NADPH consumption readout | Potency, µM (highest dose often 114 µM), for the others: at the top dose activity change, negative = substrate turnover | actives 0.01% (n = 390,000); further: potency means the concentration at half of the fitted maximal effect; on the % scale 0 is the no-effect control and ±100 the full control effect; nearly all actives have a fitted effect of over 50% in size
# Target sequence (O89049 whole entry, looked up): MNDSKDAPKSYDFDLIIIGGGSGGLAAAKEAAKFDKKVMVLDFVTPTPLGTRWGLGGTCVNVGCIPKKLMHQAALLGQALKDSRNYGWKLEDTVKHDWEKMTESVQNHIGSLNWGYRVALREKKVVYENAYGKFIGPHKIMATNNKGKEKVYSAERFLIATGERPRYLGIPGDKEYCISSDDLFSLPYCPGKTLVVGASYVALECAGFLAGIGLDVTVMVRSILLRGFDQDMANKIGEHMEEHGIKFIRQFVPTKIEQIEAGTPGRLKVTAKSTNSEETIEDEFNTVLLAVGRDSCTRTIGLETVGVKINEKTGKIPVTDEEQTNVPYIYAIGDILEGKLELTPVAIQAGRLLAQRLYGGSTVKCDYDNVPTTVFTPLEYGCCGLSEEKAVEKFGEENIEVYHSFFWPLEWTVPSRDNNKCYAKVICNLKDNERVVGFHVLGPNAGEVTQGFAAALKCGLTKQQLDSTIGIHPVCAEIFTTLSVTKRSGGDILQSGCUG
#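 Rat TrxR1, dispensed at 90 nM, was prereduced with 400 uM NADPH (final) for 5 min at ~22 deg C, then incubated with compound 15 min before 400 uM selenite. A first-read NADPH fluorescence drop versus no-compound background flagged substrates.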
# USP1-UAF1 inh: inhibitors of human USP1/UAF1 deubiquitinase; O94782; recombinant USP1/UAF1, Ub-Rhodamine cleavage fluorescence; Potency, µM (series often up to 57.1 µM), for the others: at the highest dose activity change, negative = inhibition, actives largely listed as inhibitors; actives 0.23% (n = 390,000); AID 743255; further: potency means the concentration at half of the fitted maximal effect; on the % scale 0 is the no-effect control and ±100 the full control effect; nearly all actives have a fitted effect of over 60% in size; inactives centre near -12
#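 Step one: compound is pinned into 1nM USP1/UAF1 in HEPES pH 7.8 buffer with TCEP. Step two: 15 min room-temperature incubation. Step three: Ub-Rho (150nM final) starts cleavage, tracked by fluorescence over six one-minute reads.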
# * = called active by the depositor; ? = inconclusive; nt = no result given; & = joins results of further samples; [ ] = remark or other dose. Unless noted, the call rests on the fitted dose curve; in most records, active means well fitted curve in the direction sought with a large enough effect; inconclusive means small, poorly fitted or top-dose-only effect, or another doubt; inactive means no such curve, though single readings can be large; an effect the other way counts as inactive or inconclusive. Only part of the results is shown; rates above refer to the full screens.
SMILES,RXFP1 ag,mIDH1 inhibitor,Vif-APOBEC3G blk,GRP78 ERSR act,Vif-A3F inh,PI4K2A inh,LDHA block,TrxR1 substrate,USP1-UAF1 inh
Cc1ccc2ncc(C(=O)c3ccc(C)c(C)c3)c(S(=O)(=O)c3ccccc3)c2c1,1.7%,18%,-20%,0%,0%,-2,0,6%,-7%
CC(C)(C)Cc1c(-c2ccc(C#N)cc2)nc2ccc(Cl)cn12,nt,2%,-3%,0%,-15%,-17,8,nt,-20%
Cc1cccc(NC(=S)NC(C)C(c2ccccc2)N2CCN(C)CC2)c1C (stereo not drawn),-0.6%,5%,4%,-7%,8%,-2,-11,5%[57.1 µM],?
COC(=O)c1nc2n(n1)C(c1cccc(Cl)c1)C1=C(CC(C)(C)CC1=O)N2 (stereo not drawn),1.8%,-1%,0%,-1%,-7%,-4,-9,-7%,-5%
CCCOc1cccc(C(=O)Nc2cc(NC(=O)c3ccco3)ccc2OC)c1,2.2%,1%,-1%,-3%,-8%,-1,4,-6%,-17%
CCOC(=O)c1sc2cccc(F)c2c1S(=O)(=O)N1CCN(c2cccc(Cl)c2)CC1,6.4%,12%,-3%,-3%,-4%,-7,-2,2%[57.1 µM],-10%
CC(c1n[nH]c(=S)n1Cc1ccccc1)N(C)C (stereo not drawn),0.2%,1%,-2%,-3%,12%,0,-3,-9%,-6%
CC(C)(CCc1ccccn1)C(=O)C(CCc1ccccn1)CCc1ccccn1,nt,4%,5%,-2%,11%,1,-8,9%[57.1 µM],-19%
CC(C)Cn1cc(C(=O)NCCCOC(C)C)c2c3ccccc3n(C)c2c1=O,3.3%,5%,0%,-5%,2%,3,-2,29%,-14%
C(=N\n1cnnc1SCc1ccccc1)/c1ccco1,0.5%,7%,-4%,-2%,nt,-16,-5,-8%,-13%
CC(=O)Nc1ccc(N(CC(=O)NC2CCCC2)C(=O)CCC(=O)Nc2cc(C)on2)cc1,2.4%,7%,1%,-1%,1%,-4,12,0%,-5%
Cc1ccc(S(=O)(=O)NCc2ccccc2)cc1C(=O)N(C)CC(=O)Nc1c(Cl)cccc1Cl,1.1%,3%,0%,-1%,2%,0,0,-11%,?
COC(=O)Cn1cnc2c1c(=O)n(C)c(=O)n2C,1.6%,0%,1%,-3%,1%,-1,2&-2,-24%[57.1 µM],-16%
CCOc1ccc2oc(C(=O)N(C)CC(=O)Nc3ccc(OCC)c(OCC)c3)c(C)c2c1,1.3%,6%,2%,0%,7%,5,-1,3%,-15%
COc1ccc(OC)c(NC(=O)CSC2=Nc3ccccc3C3=NC(CCC(=O)NCc4ccco4)C(=O)N23)c1 (stereo not drawn),2.3%,-1%,-1%,-3%,-7%,1,-1,1%[57.1 µM],-10%
CC(C)C[C@@H]1CN=C(N)N1C[C@@H]1CCCN1C[C@H](C)N1C[C@@H](Cc2ccccc2)N(CCc2ccc(Cl)c(Cl)c2)C1=N,nt,-6%,3%,-4%,0%,-2,-1,-1%,-9%
OC(c1ccccc1)c1nc2ccccc2n1Cc1c(F)cccc1Cl (stereo not drawn),1.5%,-4%,-3%,-3%,-4%,2,-1,-5%,-20%
Cc1cc(C(C)(C)C)oc1C(=O)OCC(=O)NC1CCCCC1,0.3%,10%,-2%,-2%,0%,-4,-11,-3%,-11%
O=C(c1n[nH]c2ccccc12)N1CCOCC1,0.3%,3%,0%,0%,-9%,-3,-2,8%,-22%
C[C@@H](CSc1ccc(Br)cc1)CN1CC[C@H](C(C)(C)C)CCC1=O,1.7%,9%,-6%&-5%,-3%&-3%,-11%,-1,1,-3%[57.1 µM],-17%
O=C(NCCS(=O)(=O)N1CCCC1)c1ccccc1,0.0%,-1%,0%,2%,-38%,2,-6,1%[57.1 µM],-3%
CCN(CC)CCn1c(OC)cc(=O)[nH]c1=O,0.0%,8%,1%,-5%,-1%,2,4,19%[57.1 µM],-9%
CCOC(=O)c1ccc(NC(=S)NN2CCOCC2)cc1,0.4%,6%,0%,2%,5%,1,-5,-12%,-16%
Cc1nc2ccn(Cc3ccco3)c(=O)c2cc1C(=O)NCc1ccccc1,1.5%,-1%,-1%,0%,0%,-8,-5,11%[57.1 µM],-23%
C=CCSc1nc(=O)n2cccc(C)c2n1,4.4%,9%,0%,0%,-2%,-1,-6,7%[57.1 µM],-1%
CCCn1c(N)c(C(=O)CSc2nnc(C)n2Cc2ccccc2)c(=O)n(C)c1=O,2.5%,8%,1%,-4%,-9%,3,2,-5%,-5%
CN(c1ccc(C(=O)Nc2ccccn2)cc1)S(=O)(=O)c1ccccc1,2.7%,7%,0%,3%,5%,5,-6,-4%,0%
Cc1cc2nnc(SCC(=O)Nc3ccc(Cl)cc3)n2c(N)n1,17%,-1%,1%,-5%,4%,-1,-4,-1%[57.1 µM],-14%
O=C(Nc1ccccc1)OC1C2CCC1C(N1CCCCC1)CC2 (stereo not drawn),1.4%,2%,3%,-3%,nt,1,-5,-9%,6%
CN1CCN(CCC(=O)N/N=C/C=C2\N(C)c3ccccc3C2(C)C)CC1,-5.7%,3%,?,-1%,?,-1,1,-6%[57.1 µM],-12%
CCOC(=O)c1cc(-c2ccc(F)cc2)n(CCC(=O)Nc2cc(OC)cc(OC)c2)c1C,-1.9%,-14%,-1%,-3%,0%,-1,-19,-3%[57.1 µM],6%
O=S(=O)(c1cc(C(F)(F)F)ccc1Cl)N1CCN(c2ncnc3ccccc23)CC1,1.1%,0%,-17%,-3%,7%,1,1,6%,-9%
CN(C)CCCNC(=O)C1(O)c2cc(Br)ccc2NC(=O)N1c1c(F)cccc1F (stereo not drawn),3.5%,1%,0%,-1%,-20%,-4,-1,3%,3%
CN(Cc1cccs1)C(=O)CNC(=O)c1ccco1,-2.2%,-5%,7%,3%,-11%,-4,-1,2%,-15%
COc1ccc(OC)c(C(=O)CSc2ncc3c(n2)-c2ccccc2N(Cc2ccccc2C)S3(=O)=O)c1,12%,-18%,-4%,-4%,1%,3,1,19%[57.1 µM],-21%
Cc1cccc(OCC(O)Cn2c(NCCCOC(C)C)nc3c2c(=O)[nH]c(=O)n3C)c1 (stereo not drawn),-0.5%,14%,-3%,-2%,1%,4,7,-7%[57.1 µM],-12%
Cc1c(NC(=S)NNC(=O)CCC(=O)O)c(=O)n(-c2ccccc2)n1C,0.1%,12%,0%,6%,-10%,-3,-10,9%[57.1 µM],-10%
O=C1CSC(c2ccccc2)N1CCc1ccccc1 (stereo not drawn),-4.5%,-7%,0%,0%,5%,3,-9,-5%,-7%
Cc1ccc(S(N)(=O)=O)c(C)c1N1CCCC1=O,0.2%,-1%,1%,-2%,-5%,-2,-12,-2%,0%
COc1ccc(C2/C=C\CN(C(=O)Oc3ccccc3)CC(=O)N2Cc2ccc(F)cc2)cc1 (stereo not drawn),0.0%,4%,4%&1%,-3%&-3%,6%,1,1,-5%&-8%,2%
O=C(O)C1C2C=CC(C2)C1C(=O)Nc1ccccc1Br (stereo not drawn),-0.3%,1%,0%,-3%,-7%,0,-6,11%[57.1 µM],1%
O=C(NN=Cc1ccc(O)cc1)C(=O)NN=Cc1ccc(O)cc1,nt,-2%,4%,-4%,2%,-10,-2,-4%,-15%
C/C(N)=C(/C#N)C(=O)COC(=O)CCS(=O)(=O)c1ccccc1,0.2%,3%,1%,-1%,-12%,2,-3,-1%,-4%
CC(=O)Nc1ccc(C(=O)COC(=O)CN2C(=O)NC3(CCCCC3C)C2=O)cc1 (stereo not drawn),0.1%,-4%,3%,-4%,3%,4,-9,-3%,-2%
C=CCn1cc(C(=O)c2cc(Br)ccc2O)cc(C#N)c1=O,3.0%,1%,0%,-3%,0%,-3,5,-4%,-7%

# Molecules shown so far that contain a thiophene ring, fused or not (2):
SMILES,RXFP1 ag,mIDH1 inhibitor,Vif-APOBEC3G blk,GRP78 ERSR act,Vif-A3F inh,PI4K2A inh,LDHA block,TrxR1 substrate,USP1-UAF1 inh
CCOC(=O)c1sc2cccc(F)c2c1S(=O)(=O)N1CCN(c2cccc(Cl)c2)CC1,6.4%,12%,-3%,-3%,-4%,-7,-2,2%[57.1 µM],-10%
CN(Cc1cccs1)C(=O)CNC(=O)c1ccco1,-2.2%,-5%,7%,3%,-11%,-4,-1,2%,-15%

# Further entries:
SMILES,RXFP1 ag,mIDH1 inhibitor,Vif-APOBEC3G blk,GRP78 ERSR act,Vif-A3F inh,PI4K2A inh,LDHA block,TrxR1 substrate,USP1-UAF1 inh
O=C(O)c1nn(CCOc2ccc(Cl)cc2Cl)c(=O)c2ccccc12,1.6%,-8%,-11%,-4%,4%,2,-3,-3%,-18%
O=c1[nH]c(/C=C/c2cccc(Br)c2)nc2ccccc12,nt,3%,-1%,0%,-7%,13,-5,12%[57.1 µM],2%
CC12CCC(=O)N1c1ccccc1C(=O)N2c1ccccc1 (stereo not drawn),0.7%,1%,0%,-5%,-12%,-1,-2,3%,2%
CC1(C)NC(=O)N(CC(O)COc2ccc(-c3ccccc3)cc2)C1=O (stereo not drawn),-0.1%,15%,0%,-2%,nt,-2,-8,5%,2%
NS(=O)(=O)c1ccc(CCNC(=O)CNCCc2ccc(C(F)(F)F)cc2)cc1,0.7%,-2%,0%,-4%,-9%,0,-18,-6%,5%

# Bioassay records: PubChem, National Center for Advancing Translational Sciences (NCATS)
